Assay outcomes deposited in PubChem BioAssay by several laboratories.
V-ATPase pH – regulators of yeast V-ATPase proton transport | response, % at 10 µM | 350,000 compounds, 0.37% hits | S. cerevisiae, pHLuorin cytosolic pH fluorescence; in the data active = response mostly above about 7.3%, no sharp cut-off; inactive = mostly below about 5.4%; also: actives read high; inactives centre near 0; some compounds called inactive have numbers as strong as hits; reference of the scale not given here
PKA-R2B act – PKA-R2B complex activation; PKA-R2B holoenzyme dissociation, Cy5-IP20 fluorescence polarization; R2B truncated from residue 108, S112A mutant; 0% DMSO only, 100% 113 µM cGMP; 340,000 compounds, 0.079% hits; P22694+P31323; activation, % at 11.4 µM;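 active = activation above a cutoff set at the mean over all compounds plus 3 SD, cut at about 18% in these data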;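 also: higher means more holoenzyme dissociation and a rise in polarization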
Target sequence (P31323 whole entry, looked up, other chains not shown, the tested form may be a part): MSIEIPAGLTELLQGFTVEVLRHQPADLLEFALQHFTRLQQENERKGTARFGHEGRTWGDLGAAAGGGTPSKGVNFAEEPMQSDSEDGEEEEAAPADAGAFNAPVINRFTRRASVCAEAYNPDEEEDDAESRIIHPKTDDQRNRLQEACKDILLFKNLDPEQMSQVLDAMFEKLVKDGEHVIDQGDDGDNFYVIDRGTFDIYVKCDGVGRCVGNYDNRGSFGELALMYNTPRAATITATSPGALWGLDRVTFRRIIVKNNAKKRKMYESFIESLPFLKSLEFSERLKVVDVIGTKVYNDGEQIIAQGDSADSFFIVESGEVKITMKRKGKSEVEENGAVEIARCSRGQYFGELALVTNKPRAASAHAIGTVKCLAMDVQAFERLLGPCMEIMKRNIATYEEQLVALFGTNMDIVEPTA
OPRM1-OPRD1 ag – OPRM1-OPRD1 heterodimerization agonism. P35372+P41143. cells, luminescence. activation, % at 9.3 µM. 340,000 compounds, 0.3% hits. AID 504326; in the data active = activation above about 18%;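 also: 0% = vehicle-treated cells and 100% = reference agonist; values of inactives mirror those of a sister screen read the other way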
Arrestin-AP2 inh – inhibitors of human beta-arrestin and AP2 interaction | 340,000 compounds, 0.31% hits | inhibition, % at 10 µM | FITC-arrestin peptide / GST-AP2 beads, flow cytometry; AP2 beta2 appendage carries R879A mutation;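 active = inhibition above a set limit, near 3 SD of compounds lacking own fluorescence, cut at about 54% in these data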;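 also: plate controls were DMSO wells for no effect and 5 µM unlabelled arrestin peptide for full effect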
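System: GST-AP2 R879A glutathione beads. Medium: PBS with 0.05% Tween 20 and 0.1% BSA. Also added: FITC-arrestin peptide, 50 nM. Incubation: 12 min plus 1 h, RT. Measured by: high-throughput flow cytometry of beads, ex 488, em 535 nm. Evaluation: percent drop in bead-associated FITC signal.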
PKA-R1A act – PKA-R1A complex activation; P00514+P68181; PKA-R1A dissociation, Cy5-IP20 fluorescence polarization; scaled: DMSO 0%, 113 µM cGMP 100%; activation, % at 11.4 µM; 340,000 compounds, 0.083% hits;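 active = percent activation above the mean of all tested compounds plus 3 SD, cut at about 19% in these data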;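 also: higher means more PKAc released from R1A so a rise in polarization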
HTR5A ag ctr – HTR5A agonism, opioid heterodimer counter-screen | HTR5A agonist assay, luminescence, cell-based | 340,000 compounds, 0.61% hits | P47898 | activation, % at 9.3 µM; in the data active = activation mostly above about 9.5%, no sharp cut-off; inactive = mostly below about 7.6%;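 also: 0% = cells with vehicle only and 100% = reference agonist; strong numbers were not always called active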
Target sequence (P47898 whole entry, looked up): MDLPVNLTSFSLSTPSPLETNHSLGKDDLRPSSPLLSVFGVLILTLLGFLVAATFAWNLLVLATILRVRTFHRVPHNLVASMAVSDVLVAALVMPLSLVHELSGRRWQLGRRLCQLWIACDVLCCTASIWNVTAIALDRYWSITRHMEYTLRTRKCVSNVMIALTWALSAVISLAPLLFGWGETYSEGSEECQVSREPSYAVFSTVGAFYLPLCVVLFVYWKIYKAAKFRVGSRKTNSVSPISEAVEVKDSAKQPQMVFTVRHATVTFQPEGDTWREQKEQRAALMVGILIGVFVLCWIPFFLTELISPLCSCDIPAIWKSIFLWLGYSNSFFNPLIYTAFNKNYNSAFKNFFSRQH
HTR5A inv ag – counter-screen for OPRM1-OPRD1 inverse agonists: human HTR5A inverse agonism; P47898; HTR5A cell line, luminescence; inhibition, % at 9.3 µM; 340,000 compounds, 0.083% hits; AID 504634; in the data active = inhibition mostly above about 23%, no sharp cut-off; inactive = mostly below about 18%;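 also: 0% = cells with DMSO and 100% = no-cell wells with DMSO; some compounds called inactive have numbers as strong as hits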
OPRM1-OPRD1 inv – inverse agonists of human mu-delta opioid receptor heterodimerization; P35372+P41143; inhibition, % at 9.3 µM; 340,000 compounds, 0.21% hits; cell-based MOR-DOR heterodimer luminescence, inverse agonism; in the data active = inhibition above about 22%, passing the limit was not always enough;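 also: 0% = cells with DMSO and 100% = wells without cells with DMSO; values of inactives mirror those of a sister screen read the other way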
DAGLB inhibitor – diacylglycerol lipase beta (human) inhibition | HEK293T DAGLB membrane lysate, EnzChek fluorogenic substrate | 340,000 compounds, 0.059% hits | inhibition, % at 5.17 µM | AID 504411 | Q8NCG7; in the data active = inhibition above about 34%;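 also: 0% = enzyme with vehicle and 100% = wells lacking enzyme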
DSG3 Ab inh – inhibitors of pemphigus antibody binding to human desmoglein-3. DSG3-coupled beads, scFv-anti-DSG3-GFP binding, flow cytometry; hits give low values. binding (percent of control), % at 10 µM. 310,000 compounds, 0.48% hits. AID 588358;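 active = binding more than 3 SD below its plate's average and above zero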;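 also: hits lower antibody fragment binding to DSG3; some compounds called inactive have numbers as strong as hits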
* = called active by the depositor; x = not tested or not shown.

The opening 5 entries, ahead of the listing:
1	COC(=O)Cc1c[nH]c2cccc(OCC(O)CN(Cc3ccc([N+](=O)[O-])cc3)C(C)(C)C)c12 (stereo unspecified)
2	Fc1ccc(Cn2nnnc2CN2CCN(C3CCCC3)CC2)cc1
3	O=S(=O)(NC(CO)Cc1ccccc1)c1cc(Cl)ccc1F (stereo unspecified)
4	Cc1cccc(-n2cnc3cc(C(=O)NCCN4CCOCC4)ccc32)c1
5	O=C(O)CC1SC(=Nc2cccc(C(F)(F)F)c2)NC1=O (stereo unspecified)

compound no.	1	2	3	4	5
V-ATPase pH	-1	-3	4	1	-3
PKA-R2B act	-10	-10	-2	-1	3
OPRM1-OPRD1 ag	3.0	-2.3	-2.6	x	-1.0
Arrestin-AP2 inh	-3	-7	-8	x	-1
PKA-R1A act	4	-2	-15	2	10
HTR5A ag ctr	4	6	7	x	3
HTR5A inv ag	-10	-16	-26	x	-24
OPRM1-OPRD1 inv	-15	10	12	x	5
DAGLB inhibitor	-1	-2	0	3	-3
DSG3 Ab inh	99	106	103	103	100

All compounds of this part (from the top)
1	COC(=O)Cc1c[nH]c2cccc(OCC(O)CN(Cc3ccc([N+](=O)[O-])cc3)C(C)(C)C)c12 (stereo unspecified)
2	Fc1ccc(Cn2nnnc2CN2CCN(C3CCCC3)CC2)cc1
3	O=S(=O)(NC(CO)Cc1ccccc1)c1cc(Cl)ccc1F (stereo unspecified)
4	Cc1cccc(-n2cnc3cc(C(=O)NCCN4CCOCC4)ccc32)c1
5	O=C(O)CC1SC(=Nc2cccc(C(F)(F)F)c2)NC1=O (stereo unspecified)
6	Cc1cc(C)nc(Nc2n[nH]c(-c3ccccc3C)n2)n1
7	O=C(Nc1cccc(F)c1)N1CC=C(n2c(=O)[nH]c3ccccc32)CC1
8	O=c1ccc(NS(=O)(=O)c2ccccc2)cn1Cc1ccc(Cl)c(Cl)c1

compound no.	1	2	3	4	5	6	7	8
V-ATPase pH	-1	-3	4	1	-3	-1	6	1
PKA-R2B act	-10	-10	-2	-1	3	7	-3	-6
OPRM1-OPRD1 ag	3.0	-2.3	-2.6	x	-1.0	-1.7	-1.8	-1.2
Arrestin-AP2 inh	-3	-7	-8	x	-1	26	-9	-1
PKA-R1A act	4	-2	-15	2	10	7	-8	-7
HTR5A ag ctr	4	6	7	x	3	-3	0	4
HTR5A inv ag	-10	-16	-26	x	-24	8	0	-10
OPRM1-OPRD1 inv	-15	10	12	x	5	8	9	7
DAGLB inhibitor	-1	-2	0	3	-3	-1	-2	6
DSG3 Ab inh	99	106	103	103	100	101	97	102

9	CCCCc1nc2cc(C(=O)N3CCCC(COC)C3)ccc2o1 (stereo unspecified)
10	COC(=O)c1ccccc1NC(=O)CSc1nc(C)cc(C)n1
11	CN(C)c1ccc(C(CNC(=O)c2ccc(-c3ccccc3)cc2)N2CCOCC2)cc1 (stereo unspecified)
12	CCn1c(SCc2nc3ccccc3[nH]2)nnc1-c1ccccc1OC
13	Cc1c(Cl)c([N+](=O)[O-])nn1CCCC(=O)N1CCN(c2ccccc2)CC1
14	COc1ccc(S(=O)(=O)N2CCCCC2)cc1NC(=O)CCc1nc2ccccc2c(=O)[nH]1
15	COc1ccc(OC(=O)Nc2ccc([N+](=O)[O-])cc2OC)cc1
16	COc1cc2c(cc1OC)C(C)N(C(=O)C(NC(=O)c1ccccc1)C(C)C)CC2 (stereo unspecified)

compound no.	9	10	11	12	13	14	15	16
V-ATPase pH	5	4	7	-4	-1	-6	-2	-3
PKA-R2B act	-2	-10	0	-10	3	3	-6	-10
OPRM1-OPRD1 ag	0.2	-1.9	1.4	-2.3	0.3	-2.4	0.1	7.8
Arrestin-AP2 inh	-5	16	3	30	-2	-3	-16	6
PKA-R1A act	1	-9	-6	1	-8	-15	-5	-8
HTR5A ag ctr	-2	3	-1	-1	2	0	-1	0
HTR5A inv ag	-12	-6	3	-8	14	-5	4	1
OPRM1-OPRD1 inv	-1	9	-8	10	-2	12	-1	-43
DAGLB inhibitor	-2	-2	-2	-1	-4	2	-1	-3
DSG3 Ab inh	98	102	119	113	99	99	199	96

17	COCC(=O)N(C)C[C@H]1N[C@@](C)(C(=O)OC)[C@H]2C(=O)N(C)C(=O)[C@@H]12
18	O=S(=O)(c1ccccc1C(F)(F)F)N1CCN(S(=O)(=O)c2ccccc2C(F)(F)F)CC1
19	CC(=O)c1cccc(NC(=O)CN2CCN(Cc3ccccc3)CC2)c1
20	COc1ccc(-n2c(C)c(C(C)=O)c(C(C)=O)c2C)cc1OC
21	Cc1cccc(NS(=O)(=O)c2cc(C(=O)OCC(=O)Nc3cc(C)on3)ccc2C)c1
22	CCOC(=O)c1c(S(=O)(=O)NCCc2ccco2)c(C)n(C)c1C
23	Cc1cc(NC(=O)CSc2nc3sc4c(c3c(=O)n2C)CCCC4)no1
24	CC(C)N(C(=O)[C@H]1C[C@H](CC(=O)NCCCn2ccnc2)C(=O)N2CCc3c([nH]c4ccc(Cl)cc34)[C@]12C)C(C)C

compound no.	17	18	19	20	21	22	23	24
V-ATPase pH	-2	-2	7	8	1	4	0	-1
PKA-R2B act	3	7	-1	-1	-2	5	-8	10
OPRM1-OPRD1 ag	-2.1	0.0	-0.2	1.1	-1.2	-2.8	1.0	-1.5
Arrestin-AP2 inh	-1	2	3	5	0	4	15	-9
PKA-R1A act	-3	-2	5	4	-9	1	-3	4
HTR5A ag ctr	-3	2	3	-2	4	-2	-2	2
HTR5A inv ag	12	4	-14	6	-13	6	-1	-7
OPRM1-OPRD1 inv	10	0	1	-6	7	15	-5	7
DAGLB inhibitor	2	-2	-1	0	-2	-1	-1	2
DSG3 Ab inh	94	97	105	106	x	x	112	94

25	COC(=O)[C@@H]1C[C@@]2(O)[C@@H](O)[C@@H](O)[C@@H](O)C[C@H]2N1CC1CCCCC1
26	Cc1ccc(NC(=O)CN(C)CC(=O)Nc2ccccc2-c2ccccc2)cc1
27	COc1ccc(-c2cc(C(=O)Nc3c(C)n(C)n(-c4ccccc4)c3=O)c3ccccc3n2)c(OC)c1
28	Cc1ccc(N(CC(N)=O)C2SC(=O)N(Cc3cccc(C(=O)O)c3)C2=O)cc1 (stereo unspecified)
29	COc1ccc(-n2nc(C(=O)N3CCN(c4ccc(F)cc4)CC3)c3ccccc3c2=O)c(OC)c1
30	CC1CCCN(C(=O)C2CCN(c3ncnc4c3nc3n4CCCCC3)CC2)C1 (stereo unspecified)
31	Cc1cccn2c(=O)c3cc(C(=O)N4CCN(C(=O)c5ccco5)CC4)n(C)c3nc12
32	O=C(Nc1ccc(S(=O)(=O)NCc2ccco2)cc1)c1ccncc1

compound no.	25	26	27	28	29	30	31	32
V-ATPase pH	2	-3	-4	-4	-1	-2	1	2
PKA-R2B act	-8	5	-5	0	-8	1	4	3
OPRM1-OPRD1 ag	-2.5	0.1	-5.8	-2.7	0.3	-1.8	-2.6	-1.6
Arrestin-AP2 inh	20	38	26	21	8	44	21	-7
PKA-R1A act	-1	-13	-7	-8	-7	1	-5	9
HTR5A ag ctr	5	-7	-1	8	4	4	7	-3
HTR5A inv ag	-10	16	20	-23	8	-18	3	5
OPRM1-OPRD1 inv	13	0	30	15	-2	10	17	7
DAGLB inhibitor	1	-1	0	-6	1	0	1	-1
DSG3 Ab inh	98	102	x	102	121	102	x	103

33	CCOc1c(Cl)cc(C(=O)Nc2ccccc2-c2ccccc2)cc1Cl
34	C[C@H]1CN([C@@H](C)CO)C(=O)c2cc(-c3cccc(F)c3)cnc2O[C@H]1CN(C)C(=O)c1cnccn1
35	NC(=O)c1ccc(SCC(=O)OCC(=O)NCC2CCCCC2)c([N+](=O)[O-])c1
36	O=C(NN1C(=O)C2CCCCC2C1=O)c1ccco1 (stereo unspecified)
37	Cc1cccc(N2CCN(C(=O)n3ccnc3)CC2)c1C
38	COc1cc(C(=S)N2CCCC2)cc(OC)c1O
39	O=C1C=C(c2ccc(CO)cc2)C[C@@H](c2ccc3c(c2)OCO3)C1
40	CC1(C)Cc2nc3sc4c(N(CCO)CCO)ncnc4c3cc2CO1

compound no.	33	34	35	36	37	38	39	40
V-ATPase pH	-2	0	-5	-1	1	1	-1	-2
PKA-R2B act	9	-2	-3	1	-15	-7	1	-12
OPRM1-OPRD1 ag	3.9	x	-2.5	-3.4	-0.8	-2.1	-2.4	-1.4
Arrestin-AP2 inh	-8	x	-24	-6	1	8	-1	1
PKA-R1A act	4	1	-10	4	0	-7	-7	-2
HTR5A ag ctr	3	x	-3	6	-1	-6	0	2
HTR5A inv ag	-6	x	7	-16	1	-37	0	-18
OPRM1-OPRD1 inv	-23	x	14	17	5	12	14	8
DAGLB inhibitor	-29	0	2	-1	-1	0	1	-2
DSG3 Ab inh	100	x	116	x	104	100	106	100

41	O=C1CCC(C(=O)N2CCC(CO)CC2)CN1Cc1ccc(Cl)cc1 (stereo unspecified)
42	CCOC(=O)c1cccc(NC(=O)CCS(=O)(=O)c2cccc3nsnc23)c1
43	COc1ccc(C2=[N+]([O-])C(C)(C)N(O)C2(C)C)cc1
44	COc1ccc(NC(=O)CN2CCN(S(=O)(=O)N(C)C)CC2)cc1
45	CC(C)Cn1c(SCC(=O)Nc2ccc3[nH]c(=O)[nH]c3c2)nc2ccccc2c1=O
46	Cc1ccc2nc3c(cc2c1)c(NS(=O)(=O)c1ccccc1)nn3CC(C)C
47	Cc1ccc(NC(=O)CSC2=C(C#N)C(c3ccc4c(c3)OCO4)CC(=O)N2)cc1C (stereo unspecified)
48	O=C(CCC(=O)N1CCN(c2ccccn2)CC1)c1cccs1
49	Cn1cc(CNC(=O)C23CC4CC(CC(C4)C2)C3)cn1

compound no.	41	42	43	44	45	46	47	48	49
V-ATPase pH	-1	0	6	-6	1	7	-2	1	2
PKA-R2B act	-6	-4	0	-3	0	0	6	-8	0
OPRM1-OPRD1 ag	-1.5	-1.2	-3.5	-1.9	-0.8	-0.1	-0.7	-2.9	-1.7
Arrestin-AP2 inh	-13	-2	-1	24	-1	12	1	-2	4
PKA-R1A act	9	-3	-1	-7	-9	-7	-5	-5	-4
HTR5A ag ctr	-3	0	0	1	-1	9	5	0	2
HTR5A inv ag	-5	0	2	-5	2	-23	-27	0	1
OPRM1-OPRD1 inv	8	7	20	9	5	0	4	15	9
DAGLB inhibitor	1	4	2	0	0	-1	-4	-1	2
DSG3 Ab inh	98	x	102	110	99	83*	96	95	102
